TRHR agonist: activates the human TRH receptor; actives 0.18% (n = 360,000); activation, % at 2 µM; TRHR cells, calcium flux fluo-8, FDSS agonist mode; AID 493084; P34981; in the data active = activation above about 30%; note: 0% is about no effect
Target sequence (P34981 whole entry, looked up): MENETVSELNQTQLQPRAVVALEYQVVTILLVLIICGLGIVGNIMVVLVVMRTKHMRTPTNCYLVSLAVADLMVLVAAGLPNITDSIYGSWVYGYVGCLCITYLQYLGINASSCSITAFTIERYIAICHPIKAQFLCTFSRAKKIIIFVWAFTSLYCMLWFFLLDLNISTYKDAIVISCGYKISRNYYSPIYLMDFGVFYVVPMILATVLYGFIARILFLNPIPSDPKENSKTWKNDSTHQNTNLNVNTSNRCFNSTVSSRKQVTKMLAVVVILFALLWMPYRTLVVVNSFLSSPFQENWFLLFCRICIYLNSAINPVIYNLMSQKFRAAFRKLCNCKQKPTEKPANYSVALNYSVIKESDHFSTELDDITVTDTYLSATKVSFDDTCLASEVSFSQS
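TRHR-expressing cells, plated overnight in medium with 10% serum, were loaded with fluo-8 calcium dye at room temperature. After a 10 s baseline, library compound was pin-added and calcium release was recorded kinetically (ex 480/em 530) as agonist response.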
TRHR PAM: allosteric enhancers of human TRH receptor; P34981; enhancement, % at 2 µM; actives 0.66% (n = 360,000); AID 493056; TRHR cells, fluo-8 calcium fluorescence, EC20 TRH enhancement; in the data active = enhancement above about 30%; note: 0% is about no effect
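TRHR-expressing cells loaded with fluo-8 calcium dye were read kinetically (ex 480/em 530) during compound addition, then stimulated with an EC20 of TRH (10 nM final). Enhancement of the Gq-mediated intracellular calcium response was scored.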
USP1 inh: blocks the human USP1/UAF1 deubiquitinase complex; actives 0.23% (n = 390,000); recombinant USP1/UAF1, Ub-Rhodamine cleavage fluorescence; Potency, µM (series often up to 57.1 µM), inactives show top-dose activity change, negative = inhibition, usual class: inhibitors; O94782; AID 743255; note: potency is the fitted concentration of half-maximal effect; % is set by controls: 0 for no effect and ±100 for the full control effect; nearly all actives have a fitted effect of over 60% in size; inactives centre near -12
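High-throughput fluorogenic screen: 1nM USP1/UAF1 complex, Ub-Rho substrate 150nM final, 50mM HEPES pH 7.8 with 0.5mM EDTA, 0.1 mg/ml BSA, 1mM TCEP and 0.01% Tween-20.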
TrxR1 inh: inhibitors of rat thioredoxin reductase 1. O89049. recombinant rTrxR1, NADPH fluorescence consumption, selenite substrate. Potency, µM (titrated, usually from 114 µM), for the others: top-dose activity change, negative = inhibition, usual class: inhibitors. actives 1% (n = 390,000). AID 588453; note: potency is the fitted concentration of half-maximal effect; % is set by controls: 0 for no effect and ±100 for the full control effect; nearly all actives have a fitted effect of over 65% in size
Target sequence (O89049 whole entry, looked up): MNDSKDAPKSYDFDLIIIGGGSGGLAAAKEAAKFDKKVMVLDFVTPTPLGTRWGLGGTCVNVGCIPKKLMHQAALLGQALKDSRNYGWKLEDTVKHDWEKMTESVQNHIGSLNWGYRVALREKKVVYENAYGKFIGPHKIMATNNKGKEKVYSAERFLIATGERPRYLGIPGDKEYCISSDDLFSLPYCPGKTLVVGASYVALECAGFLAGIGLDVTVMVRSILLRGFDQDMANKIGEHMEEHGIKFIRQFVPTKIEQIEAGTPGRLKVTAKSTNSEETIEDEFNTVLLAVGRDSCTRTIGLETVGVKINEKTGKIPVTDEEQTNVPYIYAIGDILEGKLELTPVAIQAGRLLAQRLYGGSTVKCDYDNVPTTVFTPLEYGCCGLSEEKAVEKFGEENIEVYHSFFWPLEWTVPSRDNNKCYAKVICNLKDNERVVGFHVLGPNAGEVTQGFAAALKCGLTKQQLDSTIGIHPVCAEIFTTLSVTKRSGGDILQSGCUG
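Rat TrxR1 (90 nM in the dispensed reagent) was pre-reduced with 400 uM NADPH for 5 min at room temperature, then incubated with compound for 15 min. After 400 uM selenite was added, NADPH fluorescence (Ex 340/Em 450 nm) was followed for 8 min.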
PI4K2A block: inhibitors of human PI4K2A. Q9BTU6. purified PI4K2A, ADP-Glo luminescence, 1 h; stronger effect = lower value. activity change, negative = inhibition, % at 76.9 µM. actives 0.13% (n = 420,000). AID 1346378; in the data active = activity change below about -50%; inconclusive = mostly about -30% to -49%;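 note: -100% = wells without enzyme as full effect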
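ADP-Glo luminescence measured ADP generated by PI4K2A enzyme (4 ug/mL before mixing) with 1.2 mM PI substrate (pre-mix) and 300 microM ATP (pre-mix). Tris pH7.5 buffer with MgCl2, Triton X-100; 1 h reaction at ambient temperature.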
TrxR1 substrate: substrates of rat thioredoxin reductase 1; Potency, µM (top dose mostly 114 µM), for the others: top-dose activity change, negative = substrate turnover; actives 0.01% (n = 390,000); purified TrxR1 substrate turnover, NADPH consumption readout; O89049; AID 588456; note: potency is the fitted concentration of half-maximal effect; % is set by controls: 0 for no effect and ±100 for the full control effect; nearly all actives have a fitted effect of over 50% in size
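Rat TrxR1, dispensed at 90 nM, was prereduced with 400 uM NADPH (final) for 5 min at ~22 deg C, then incubated with compound 15 min before 400 uM selenite. A first-read NADPH fluorescence drop versus no-compound background flagged substrates.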
D2 antagonist: antagonists of human D2 dopamine receptor; HEK293 TREx D2 cells, calcium flux, dopamine EC80; inhibition, % at 10 µM; actives 2% (n = 340,000); AID 485344; in the data active = inhibition above about 30%; note: 0% is about no effect
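HEK293 T-REx D2 cells, tet-induced, calcium dye no-wash. Cpd pintool add, 180 s kinetic, then EC80 DA, 180 s kinetic. Ca flux read.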
mIDH1 inhibitor: human IDH1 R132H inhibition; O75874; IDH1-R132H enzyme, NADPH consumption, diaphorase/resazurin fluorescence; Potency, µM (top dose mostly 76.6 µM), without a hit: at the highest dose activity change, negative = inhibition, hits mostly inhibitors; actives 0.093% (n = 390,000); note: potency is the fitted concentration of half-maximal effect; % is set by controls: 0 for no effect and ±100 for the full control effect; nearly all actives have a fitted effect of over 65% in size
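IDH1-R132H (0.5 ug/mL) preincubated 30 min with compound, then NADPH (0.016 mM) and alpha-KG (2 mM) added; 80 min at RT, pH 7.5. Remaining NADPH coupled via diaphorase/resazurin to fluorescence (540/590 nm); concentration-response curves normalized to no-enzyme control.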
D2 ag: activates the human D2 dopamine receptor; activation, % at 2 µM; actives 0.53% (n = 340,000); P14416; HEK293 T-REx D2 cells, calcium flux agonist mode;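 active = activation over 3 SD above normal in the single-dose calcium agonist read, cut at about 30% in these data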; note: 0% is about no effect
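Tetracycline-induced HEK293 T-REx cells with force-coupled D2 receptor, plated overnight at 30 C, loaded with no-wash calcium dye. After a 10 s baseline, compound was pin-added and calcium flux read kinetically for 180 s; calcium rises flagged agonists.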
Numbers without * were called inactive; ? = inconclusive; . = not tested or not shown; [ ] = remark or other dose. Unless noted, calls come from the whole dose curve; as a rule, active = well fitted inhibition curve with a large enough effect; inconclusive = small, poorly fitted or top-dose-only effect; inactive = no such curve, though single readings can be large or run the other way.

SMILES	TRHR agonist	TRHR PAM	USP1 inh	TrxR1 inh	PI4K2A block	TrxR1 substrate	D2 antagonist	mIDH1 inhibitor	D2 ag
CCc1ccc(N(CC(=O)Nc2ccc(OC)cc2OC)S(C)(=O)=O)cc1	0.0	-2.1	-6.3%	3.0%	2.8	-6.4%	-33.2	11.4%	-0.2
CCn1c(COc2ccc(C)cc2)nc2ccccc21	-2.3	-11.6	-22.2%	6.8%	-0.3	-1.3%	16.8	3.3%	9.1
COc1ccc(CNc2nc(-c3ccccc3)nn2C(=O)c2cccs2)cc1	8.7	-6.2	-0.2%	1.0%	-1.8	-1.4%	23.3	-1.9%	3.4
CCOc1cc(CNC(=O)Cn2c(=O)c3cccn3c3ccc(F)cc32)cc(OCC)c1OCC	0.0	14.6	-30.2%	5.6%	-5.5	6.7%[11.4 µM]	.	-4.3%	-1.0
COc1cnc(SC)nc1Nc1ccc(C#N)cc1	-0.1	3.9	-16.3%	-1.8%[2.29 µM]	-0.6	-1.3%[57.1 µM]	15.9	-14.6%	1.8
COc1ccc(C(=O)Cn2c(NCCCO)nc3ccccc32)cc1OC	-0.3	2.1	-19.1%	23.3%	0.1	1.1%	-1.6	11.7%	-0.2
CCOc1ccc(S(=O)(=O)Nc2ccc3c(c2)n(C)c(=O)n3C)cc1	-0.2	9.8	-13.4%	9.5%	-1.2	2.8%	-1.8	14.3%	1.5
O=C(CCS(=O)(=O)Cc1ccccc1)Nc1nncs1	0.4	24.3	-8.5%	-8.0%	-2.7	-4.5%	-2.2	12.9%	1.2
CCN(C(=O)COC(=O)/C(C#N)=C/c1cc(C)n(CCOC)c1C)c1c(N)n(Cc2ccccc2)c(=O)[nH]c1=O	.	.	-0.9%	-26.8%	-1.5	-23.7%	.	8.3%	.
CCC(C)NC(=O)C1CCCN(C(=O)Nc2ccc(F)cc2)C1 (stereo unspecified)	-0.1	9.5	-16.0%	29.1%	-2.1	12.2%	-1.3	0.2%	-0.4
CC(C)(C)C(=O)Nc1ccc(-c2nc3ccc(NC(=O)C(C)(C)C)cc3[nH]2)cc1	1.2	3.5	?	100.7%[activator]	3.3	213.5%[activator]	.	-13.0%	-0.7
CCOc1ccc(NC(=O)c2cccc(OC(=S)N3CCC(C)CC3)c2)cc1	.	.	-14.0%	9.4%	0.2	-4.9%	.	-1.0%	.
CC1CCN(c2ccc([N+](=O)[O-])cc2C(N)=O)CC1	1.0	-3.9	-19.9%	9.8%[11.4 µM]	5.1	5.5%[11.4 µM]	8.1	11.7%	0.3
COC(=O)c1cc(S(=O)(=O)n2nc(C)cc2C)c(Cl)cc1Cl	-0.6	2.6	-5.1%	-10.0%	-12.2	-3.2%	-2.4	4.3%	0.8
COc1ccc(C(=O)COC(=O)c2cncc(Br)c2)cc1	-0.1	4.1	-23.2%	15.7%	-3.2	0.9%	0.4	-6.6%	-0.2
COc1ccc([C@@H]2[C@@H]3C(=O)N(C(C)(C)C)C(=O)[C@@H]3[C@]3(C)C(=O)N(c4cccc(C)c4)C(=O)N23)cc1	0.0	-4.6	-11.8%	10.8%	1.6	-4.0%	-25.3	16.5%	0.6
CCn1nc(C(=O)NCc2nnc3ccccn23)c2ccccc2c1=O	0.0	0.2	-16.0%	-2.3%	-0.6	-5.9%	9.4	5.3%	0.3
COc1cc(C(=O)O/N=C2/C=C(C)C(=O)C=C2C)cc(OC)c1OC	0.3	1.4	-21.4%	?	10.8	5.0%	1.9	1.2%	1.4
COc1cc(NC(=O)C2CC2)c(C(=O)O)cc1OC	0.0	3.6	-5.4%	13.9%	1.4	7.6%	-6.6	3.9%	1.8
CCOCCCNC(=O)CCCC1=NS(=O)(=O)c2ccccc2N1	0.6	-0.6	3.1%	-7.5%[57.1 µM]	0.5	2.8%[57.1 µM]	-8.2	2.2%	.
CC1CC(C)CN(C(=O)c2ccc3c(c2NCCO)C(=O)c2ccccc2C3=O)C1 (stereo unspecified)	0.9	12.0	-25.7%	0.4%[57.1 µM]	-10.5	-7.1%[57.1 µM]	-7.4	-1.1%	1.5
O=C(CN1CCSC1=O)N1CCN(S(=O)(=O)c2ccc(Cl)cc2)CC1	0.1	-5.1	-2.7%	-15.3%	-3.1	-12.3%	7.3	1.8%	-0.1
CCn1ncc(C2=NOC(C(=O)NCc3ccccc3)C2)c1C (stereo unspecified)	-0.6	-5.4	-11.9%	23.0%	-3.9	11.4%	-7.3	8.6%	0.5
O=C(c1ccco1)N1CCN(C(=O)c2cn(-c3ccccc3)nc2-c2ccccc2)CC1	-0.7	-2.9	-14.7%	3.4%	0.7	-2.1%	4.7	-10.2%	0.3
Cc1ccccc1-n1ncc2c1CC(C)(C)CC2NC(=O)CCC1=NNC(=O)CC1 (stereo unspecified)	0.7	-1.9	-14.7%	-25.6%	0.0	-7.8%	.	0.0%	.
CC(C)CCNC(=O)c1ccc2nc(Cc3ccccc3)oc2c1	-0.3	18.8	-26.8%	23.8%[57.1 µM]	1.5	2.2%[57.1 µM]	.	-2.5%	-1.1
O=C1c2ccccc2C(=O)N1CCCc1nc(-c2cccnc2)no1	2.1	0.2	-9.2%	7.7%[57.1 µM]	3.3	5.9%[57.1 µM]	-8.7	1.1%	0.2
Fc1ccccc1-c1nc(NC2CCCC2)c2ccccc2n1	-1.0	7.7	-19.4%	10.3%	0.5	1.2%	-3.1	2.9%	-1.5
CCCCCC(=O)Nc1ccc(S(=O)(=O)NC2=NCCCCC2)cc1	-0.8	-0.6	-20.3%	4.6%	-0.4	3.7%	-11.9	-16.9%	0.4
CCc1cc2c(-c3ccccc3)cc(=O)oc2c2c1OCN(Cc1ccc(F)cc1)C2	9.3	-3.5	-14.6%	14.6%	-2.2	3.4%	.	-12.3%	2.8
N#Cc1ccc(Oc2ccc(S(=O)(=O)N3CCCC3)cn2)cc1	-0.2	-6.3	-16.2%	23.1%[57.1 µM]	1.2	-5.6%	.	-7.5%	.
COc1ccc(NC(=O)C2CCCN(S(=O)(=O)c3cn(C)cn3)C2)cc1Cl (stereo unspecified)	-0.4	0.9	-21.8%	6.5%[57.1 µM]	3.1	-2.4%[57.1 µM]	.	-15.2%	0.9
Cc1cc(NC(=O)CSc2nc3ccccc3[nH]2)n(-c2ccccc2)n1	0.2	-0.7	-10.9%	1.5%	3.5	-10.0%	0.9	-3.7%	-0.9
Cc1ccccc1Nc1nc(N)nc(CN(C)c2ccccc2)n1	-0.3	1.0	-11.7%	8.7%	7.5	0.1%	17.3	1.5%	0.0
O=C(c1cc(COc2c(F)cccc2F)on1)N1CCSCC1	-0.1	-1.1	-19.6%	6.4%	-6.6	3.7%	0.7	9.9%	-0.6
Cn1cnnc1SCC(=O)NNC(=O)COc1ccc(Br)cc1	0.5	1.7	-17.0%	14.3%[57.1 µM]	0.3	3.8%[57.1 µM]	-10.8	-2.1%	0.4
CC(C)N(Cc1ccccc1)C(=S)Nc1ccccc1F	-0.1	11.4	-15.4%	29.0%	-9.9	11.7%	-10.8	0.0%	-0.2
COc1cc(/C=N/S(=O)(=O)c2ccccc2)cc(OC)c1O	0.5	21.6	-8.6%	-4.0%	-0.5	-6.3%	-6.0	-1.8%	0.3
O=C(COC(=O)CSc1ccc2ccccc2c1)NC1CCCC1	-0.4	-0.6	-11.0%	-21.5%	-2.6	-10.2%	-16.5	3.7%	-0.8
NC(=O)C1CCN(C(=O)OCc2ccccc2)CC1	-0.6	-4.0	-8.7%	17.2%	3.2	4.3%	-3.0	-0.8%	-0.6
Cc1sc(NC(=O)c2cccc(N3C(=O)CCC3=O)c2)nc1-c1ccccc1	0.0	6.3	?	20.9%	-1.5	-4.9%[57.1 µM]	5.1	3.6%	0.1
COC(=O)c1ccccc1NC(=O)N1CCc2c(sc3c2CCCC3)C1c1ccc(F)cc1 (stereo unspecified)	-1.4	8.8	-17.3%	15.8%[57.1 µM]	-0.7	1.3%[57.1 µM]	.	13.2%	-3.6
O=[N+]([O-])c1ccc(N2CCOCC2)cn1	1.5	4.2	-18.4%	1.2%	4.6	-8.8%	-17.3	0.0%	-0.2
CC(=O)N1N=C(c2cccc(NS(C)(=O)=O)c2)CC1c1ccc2c(c1)OCO2 (stereo unspecified)	-1.0	7.7	-19.1%	17.3%	6.6	2.5%	16.9	-11.9%	0.1
Cc1c(/C=N/n2cnnc2)c2ccccc2n1CCOc1ccc(Cl)cc1	0.6	1.5	-11.5%	1.0%	1.1	-2.2%	-5.0	-1.5%	1.3
CC(=O)Nc1sc(C)c(C)c1CN1CCN(Cc2ccccc2)CC1	0.0	-2.4	-9.6%	31.4%[57.1 µM]	-4.8	-6.6%[57.1 µM]	3.5	5.5%	0.8
COc1ccc(C[C@@H]2CN3C(=NC[C@@H]3Cc3ccc(O)cc3)N2C[C@H](C)NC(=O)CCC2CCCCC2)cc1	-1.3	0.8	-2.4%	14.9%[57.1 µM]	-5.4	10.8%[57.1 µM]	-33.8	-3.4%	-1.9
COC(=O)c1csc2c(C(F)(F)F)cc(N3CCN(C(=O)Nc4ccccc4)CC3)nc12	1.1	12.1	-6.6%	66.2%[activator]	7.4	50.9%[activator]	-9.3	10.2%	1.3
Cc1ccccc1-c1nnc(SCC(=O)Nc2cccc(C)c2C)o1	-0.3	8.9	-23.5%	14.1%	-1.7	-0.3%	-22.4	9.9%	-0.3

Pulled one by one from above:
SMILES	TRHR agonist	TRHR PAM	USP1 inh	TrxR1 inh	PI4K2A block	TrxR1 substrate	D2 antagonist	mIDH1 inhibitor	D2 ag
Cc1sc(NC(=O)c2cccc(N3C(=O)CCC3=O)c2)nc1-c1ccccc1	0.0	6.3	?	20.9%	-1.5	-4.9%[57.1 µM]	5.1	3.6%	0.1
CC(=O)Nc1sc(C)c(C)c1CN1CCN(Cc2ccccc2)CC1	0.0	-2.4	-9.6%	31.4%[57.1 µM]	-4.8	-6.6%[57.1 µM]	3.5	5.5%	0.8
CC(=O)N1N=C(c2cccc(NS(C)(=O)=O)c2)CC1c1ccc2c(c1)OCO2 (stereo unspecified)	-1.0	7.7	-19.1%	17.3%	6.6	2.5%	16.9	-11.9%	0.1

Assay outcomes as filed in PubChem BioAssay.
